CHRM4 PAM: human M4 muscarinic receptor positive allosteric modulators, primary screen, CHO-K1 cells, Fluo-8 calcium fluorescence | CHO-K1 hM4/Gqi5, ACh EC20; 0% = ACh EC20, 100% = maximal ACh | AID 624126, 2012 | actives 0.4% (n = 360,000) | Muscarinic acetylcholine receptor M4 (Homo sapiens), P08173 | activation, % at 3 µM;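 active means activation above its plate's cutoff, the mean activation of sample wells plus 3 SD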; further: some results filed as inactive read as strong as hits
CRFR2-BP ag: agonists of CRF-BP/CRF-R2 complex, primary screen, cell-based, HEK293, calcium dye fluorescence, uHTS. actives 0.46% (n = 350,000). calcium dye fluorescence (FLIPR); percent of saturating CRF peptide response. CRF-binding protein / CRF receptor 2 complex (human). activation, % at 13.2 µM;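 active means activation of at least 50%, plus an integration ratio under a set limit after plate pattern correction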;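 further: plate controls were neutral control wells without compound for no effect and CRF at EC100 for full effect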
TAAR1 ag: human TAAR1 agonists, primary screen, Fluo-8 calcium fluorescence, CHO RD-HGA16 cells | activation, % at 3 µM | vehicle wells 0%, saturating PEA agonist 100% | Trace amine-associated receptor 1 (Homo sapiens), Q96RJ0 | actives 0.99% (n = 360,000);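 active means activation above the mean activation of all test compounds in the run plus 3 SD, cut at about 38% in these data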
Target sequence (Q96RJ0 whole entry, looked up): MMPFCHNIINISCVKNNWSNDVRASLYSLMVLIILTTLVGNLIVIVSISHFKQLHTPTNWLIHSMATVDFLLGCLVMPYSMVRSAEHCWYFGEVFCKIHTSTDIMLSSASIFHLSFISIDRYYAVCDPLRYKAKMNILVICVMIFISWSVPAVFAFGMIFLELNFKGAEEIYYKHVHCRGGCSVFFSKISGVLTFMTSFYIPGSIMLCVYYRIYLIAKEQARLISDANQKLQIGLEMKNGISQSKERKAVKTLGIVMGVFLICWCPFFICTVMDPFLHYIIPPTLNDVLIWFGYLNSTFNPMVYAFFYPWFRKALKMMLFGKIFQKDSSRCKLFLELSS
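test system = CHO RD-HGA16 cells carrying human TAAR1 plus Gα16 | schedule = 17-24 h seeding, 75 min 37 °C dye, 30 min RT | compound dosing = 3 µM single concentration | control set = DMSO and PEA EC100 | replicates = n 1 | signal = Fluo-8 fluorescence, 5 s baseline then 140 s kinetic read | measure = percent activation vs PEA EC100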
M1 PAM parental: nonselective calcium activators in parental CHO-K1 cells, primary screen, counter-screen for M1 PAM project, cell-based, Fluo-8 calcium fluorescence, full deck, 1536-well; ATP EC20; 0% at ATP EC20, 100% at ATP max; activation, % at 3 µM; actives 0.02% (n = 360,000); AID 602247, 2012;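 active means activation above the run cutoff, the mean activation of all test compounds plus 3 SD, cut at about 40% in these data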;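 further: peak over basal fluorescence ratio in a 140 s read after ATP addition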
CHRM5 antagonist: human M5 muscarinic receptor antagonists, primary screen, CHO cells, Fluo-8 calcium fluorescence; Muscarinic acetylcholine receptor M5 (Homo sapiens), P08912; CHO-hM5 cells, ACh EC80; inhibition, % at 3 µM; actives 0.59% (n = 360,000);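 active means inhibition above a per-plate cutoff, the mean of that plate's test compounds plus 3 SD, cut at about 27% in these data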;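 further: 0% = acetylcholine EC80 with DMSO and 100% = DMSO without agonist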
Target sequence (P08912 whole entry, looked up): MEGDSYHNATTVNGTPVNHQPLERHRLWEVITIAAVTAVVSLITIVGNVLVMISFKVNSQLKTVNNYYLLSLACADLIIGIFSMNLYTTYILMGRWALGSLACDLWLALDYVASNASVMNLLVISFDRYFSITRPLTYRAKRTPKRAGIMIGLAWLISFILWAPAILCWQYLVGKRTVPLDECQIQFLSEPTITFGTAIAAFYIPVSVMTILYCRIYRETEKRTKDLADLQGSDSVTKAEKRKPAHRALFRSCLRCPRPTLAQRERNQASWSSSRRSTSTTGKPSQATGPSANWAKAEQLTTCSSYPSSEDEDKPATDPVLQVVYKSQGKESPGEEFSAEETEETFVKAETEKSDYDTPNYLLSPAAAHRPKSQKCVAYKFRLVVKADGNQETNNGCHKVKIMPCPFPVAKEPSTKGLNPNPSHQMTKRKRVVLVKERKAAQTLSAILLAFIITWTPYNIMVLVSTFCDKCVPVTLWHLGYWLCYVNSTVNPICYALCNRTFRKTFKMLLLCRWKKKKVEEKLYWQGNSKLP
M5 ag: human M5 muscarinic receptor agonists, primary screen, CHO-K1 cells, Fluo-8 calcium fluorescence | actives 0.19% (n = 360,000) | activation, % at 3 µM | CHO-K1 hM5 cells; 0% DMSO wells, 100% maximal acetylcholine response;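 active means activation above the run's mean over test compounds plus 3 SD, cut at about 23% in these data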;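 further: signal is peak over basal fluorescence ratio across the kinetic read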
CRFR2-BP antag: antagonists of CRF-BP/CRF-R2 complex, primary screen, cell-based, HEK293, calcium dye fluorescence, uHTS. CRF-induced calcium fluorescence. inhibition, % at 11.8 µM. actives 0.59% (n = 350,000);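 active means inhibition of the ligand-induced calcium signal above about 50% at the single tested concentration, limit read from the data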
M5 PAM: human M5 muscarinic receptor positive allosteric modulators, primary screen, CHO-K1 cells, Fluo-8 calcium fluorescence; Muscarinic acetylcholine receptor M5 (Homo sapiens), P08912; CHO-K1 hM5, ACh EC20 PAM; 0% = ACh EC20, 100% = ACh EC100; activation, % at 3 µM; actives 0.3% (n = 360,000); AID 624038, 2012;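 active means activation above the run cutoff, the mean activation of all test compounds plus 3 SD, cut at about 18% in these data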
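Replicates: One well per compound, no replicates | System: Human M5 receptor in CHO-K1 cells | Benchmarks: Low control EC20 acetylcholine (0%), high control EC100 acetylcholine (100%) | Probe or stimulus: Acetylcholine, EC20 level | Times: Fluo-8 loading 80 min at 37 °C plus 30 min room temperature | Signal: Intracellular calcium via Fluo-8 fluorescence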
TAAR1 antag: human TAAR1 antagonists, primary screen, Fluo-8 calcium fluorescence, CHO RD-HGA16 cells. Trace amine-associated receptor 1 (Homo sapiens), Q96RJ0. actives 1.5% (n = 360,000). inhibition, % at 3 µM. antagonist;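 active means inhibition above a per-plate cutoff, the mean inhibition of test compounds on that plate plus 3 SD, cut at about 49% in these data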;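 further: 0% = DMSO plus EC80 beta-PEA response and 100% = DMSO alone without agonist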
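test system = CHO RD-HGA16 cells bearing hTAAR1 | replication = singlicate | controls = DMSO-only wells and EC80 β-PEA-stimulated wells | reagent = EC80 β-phenethylamine stimulus | read-out basis = percent inhibition of PEA-evoked calcium signal, max/basal emission ratio | schedule = seeding 17-24 h prior, 75-min 37 °C, 30-min RT dye loading | signal = kinetic Fluo-8 calcium fluorescence measurement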
An asterisk follows results filed as active; nt = no result given.

SMILES	CHRM4 PAM	CRFR2-BP ag	TAAR1 ag	M1 PAM parental	CHRM5 antagonist	M5 ag	CRFR2-BP antag	M5 PAM	TAAR1 antag
CCOC(=O)C1(CC2CCCCO2)CCN(Cc2cc(F)ccc2-n2cccn2)CC1 (stereo not drawn)	3.8	0.8	1.4	1.1	4.2	-5.6	30.4	2.1	14.2
S=C(NCCc1ccccc1)N1CCCCC1	9.1	1.1	5.9	17.4	0.9	-4.3	14.0	0.2	-8.2
O=c1oc(-c2cccc([N+](=O)[O-])c2)nc2ccccc12	7.0	-1.9	5.7	1.3	6.4	3.1	-6.3	4.1	-23.4
COC(C(=O)N/N=C/c1ccc(OCC(=O)N2CCOCC2)cc1)c1ccccc1 (stereo not drawn)	0.0	-1.1	0.6	-1.1	5.5	-1.8	5.1	-4.1	-7.9
O=c1oc2ccccc2n1CSC1=NCCS1	-0.2	-1.7	0.5	-3.1	4.4	-4.8	-0.5	4.7	4.0
Cc1ccc(OCCOC(=O)C2CCN(S(=O)(=O)c3ccc(C)c(C)c3)CC2)cc1	-8.9	5.1	1.5	3.8	5.0	-1.2	5.8	-13.6	23.6
N#CC(=C1C=CC(=NO)C(Cl)=C1)c1ccccc1	-9.2	nt	-0.7	7.3	-0.6	-1.6	nt	4.7	16.0
CC(C)(C)NC(=O)CSc1nc(O)cc(=O)n1-c1ccccc1	4.8	-0.1	0.7	14.8	-4.9	3.6	5.0	-1.0	2.1
O=C(Nc1cc(S(=O)(=O)N2CCOCC2)ccc1Cl)c1ccc(=O)[nH]c1	-3.1	-0.6	1.8	9.4	-1.2	2.7	2.7	6.3	-7.6
Cc1ccc(-n2c(=O)c3c(c4cc(C)ccc4n3C)n(CC(=O)NCC3CCCO3)c2=O)cc1 (stereo not drawn)	-0.2	-0.1	6.1	17.9	5.2	0.8	-8.6	-1.2	-6.1
NCCOc1ccccc1OCCN	1.7	-3.0	5.9	-8.2	5.9	1.7	11.5	3.2	-17.1
COc1cccc(N2C(=O)N(c3ccccc3)C3CS(=O)(=O)CC32)c1 (stereo not drawn)	11.8	-0.1	-3.0	-3.8	8.0	5.1	-6.0	-14.1	0.6
O=C(COC(=O)CNS(=O)(=O)c1ccccc1)Nc1ncc(Cl)cc1Cl	5.0	-1.8	5.1	16.5	0.5	0.9	-4.6	1.5	-7.8
Cc1ccc(Cn2nnc3c(=O)[nH]c(C4CCN(C(=O)c5cccs5)CC4)nc32)cc1	-5.0	-0.8	10.0	-1.9	9.1	2.8	2.8	-3.2	-5.0
CN1OC2C(=O)N(c3ccccc3)C(=O)C2C1c1ccc(F)cc1 (stereo not drawn)	16.4	1.4	9.6	-0.7	-12.3	-1.0	-1.3	8.9	11.8
Cc1ccc(N2C(=O)c3ccccc3NC2(C(=O)O)c2ccccc2)cc1Cl (stereo not drawn)	-5.9	5.7	1.1	-2.9	14.8	-0.7	-2.7	-11.0	-19.1
NC(=O)CC[C@H](NC(=O)OCc1ccccc1)C(=O)OCc1ccc(Cl)cc1	-2.0	-0.8	2.1	23.3	-3.7	-0.8	-0.2	4.6	-7.0
Cc1cccc(NC(=O)c2cc(N3C(=O)CCC3=O)ccc2Cl)n1	-3.0	-0.9	10.0	9.9	10.5	-3.6	-3.2	-5.7	-7.3
CCc1ccc(NC(=O)c2cc(C)nn2-c2ccccc2)cc1	-1.6	-4.0	2.0	1.4	4.5	-7.1	10.0	0.5	3.2
O=C(COC(=O)c1cccc(C(F)(F)F)c1)NCc1ccc(Cl)cc1	-9.2	-0.8	-0.1	8.7	-9.3	-1.4	22.5	-2.9	-16.0
CC(C)(C)C1(O)CC(C(F)(F)F)=NN1C(=O)CCCc1ccccc1 (stereo not drawn)	18.7	3.2	3.8	7.5	2.0	-3.1	-5.3	3.7	3.6
COc1cc2c3c(c1)c(C1=NC(=S)NC1=O)c(O)n3C(C)(C)C=C2C	3.8	-0.7	4.4	23.0	7.0	-2.2	-16.5	-4.8	5.0
O=C(CN1CCN(c2ccccc2O)CC1)Nc1ccccc1C(=O)NCCc1ccccc1	-8.7	1.1	17.6	-3.4	17.7	6.2	-4.5	-12.7	60.7*
COc1ccc(-c2noc(CCC(=O)N3CCN(c4ccc(Br)cc4)CC3)n2)cc1	6.9	2.8	-0.8	22.2	-1.8	1.1	-0.9	3.0	8.6
N#Cc1cccc(NC(=O)CN2C(=O)NC3(CCCCCC3)C2=O)c1	1.4	-0.6	7.2	-1.0	6.9	1.7	0.3	-12.5	8.8
COC(=O)c1ccccc1NC1=C/C(=N\S(=O)(=O)c2ccc(C(=O)O)cc2)c2ccccc2C1=O	1.9	-3.3	nt	-12.6	14.1	-3.4	13.9	-5.1	nt
COc1ccc(OC)c(NC(=O)CSc2nc3ccccc3c(=O)n2CCNC(C)=O)c1	1.9	1.9	10.2	24.0	-4.9	0.2	1.9	2.1	9.0
O=C(O)c1ccc(S(=O)(=O)c2ccccc2)s1	-2.8	0.6	-0.6	-0.1	16.9	1.6	3.7	-4.2	7.7
COc1ccc(Oc2ccc(N/C=C3/CCCC3=O)cc2)cc1	-10.4	-2.8	0.7	18.9	3.2	-0.1	20.0	-6.7	4.3
CC(=O)NCCn1c(SCC(=O)Nc2ccc(C)cc2)nc2ccccc2c1=O	-1.8	-1.5	4.1	-5.9	5.5	-5.2	-7.8	-1.8	-6.9
COc1cccc(-c2nc(CS(=O)(=O)CC(=O)Nc3ccccc3Br)c(C)o2)c1	-3.0	-1.6	2.9	10.1	-0.9	-4.3	-13.2	-1.4	-4.8
CCCC(=O)Nc1cc2c(cc1C(C)=O)OCCO2	-4.0	-2.4	-1.5	-1.8	11.0	1.7	-6.1	-0.5	-24.3
O=S(=O)(c1ccc2ccccc2c1)N1CCCCCC1	0.6	-1.7	13.0	5.5	-10.9	-3.4	-18.6	-10.9	12.9
O=C(C1CCCN(S(=O)(=O)c2cccnc2)C1)N1CCN(c2ccccn2)CC1 (stereo not drawn)	-4.2	0.1	2.3	22.8	4.2	3.2	-3.2	-4.1	-0.7
O=C1CCC(C(=O)NC2(C(=O)NC3CCCCC3)CCCCC2)N1 (stereo not drawn)	2.1	-2.6	5.8	20.9	-6.1	-2.5	-8.3	1.0	-18.1
COc1ccc(-c2cnnc(N/N=C/c3ccc(-c4ccc([N+](=O)[O-])cc4)o3)n2)cc1	-1.2	-0.9	1.5	16.4	-0.8	0.5	16.1	4.4	11.7
CCOc1ccc(C(=O)NCC(=O)NCC(c2ccc(OC)cc2)N2CCOCC2)cc1OCC (stereo not drawn)	6.7	-0.4	0.2	-4.8	4.5	1.1	-4.7	3.6	4.6
CCCOc1c(Cl)cc(/C=N/O)cc1OCC	5.6	-2.4	-2.9	-10.3	-1.2	-6.8	1.4	1.1	-12.6
NC(=O)c1nnn(-c2ccc([N+](=O)[O-])cc2)c1-c1ccccc1	-2.9	1.4	2.3	-10.2	21.8	-2.5	5.6	-6.7	-21.9
COc1ccc(-c2n[nH]c(C)c2-c2ccc(Cl)cc2)c(O)c1	7.5	1.9	0.7	1.7	3.2	-4.1	6.5	8.2	10.4

2 entries from above, with each value named:
> O=C(O)c1ccc(S(=O)(=O)c2ccccc2)s1
- CHRM4 PAM = -2.8
- CRFR2-BP ag = 0.6
- TAAR1 ag = -0.6
- M1 PAM parental = -0.1
- CHRM5 antagonist = 16.9
- M5 ag = 1.6
- CRFR2-BP antag = 3.7
- M5 PAM = -4.2
- TAAR1 antag = 7.7
> COc1ccc(Oc2ccc(N/C=C3/CCCC3=O)cc2)cc1
- CHRM4 PAM = -10.4
- CRFR2-BP ag = -2.8
- TAAR1 ag = 0.7
- M1 PAM parental = 18.9
- CHRM5 antagonist = 3.2
- M5 ag = -0.1
- CRFR2-BP antag = 20.0
- M5 PAM = -6.7
- TAAR1 antag = 4.3

Other records
SMILES	CHRM4 PAM	CRFR2-BP ag	TAAR1 ag	M1 PAM parental	CHRM5 antagonist	M5 ag	CRFR2-BP antag	M5 PAM	TAAR1 antag
Cc1cccc(C)c1Nc1c(-c2ccc(N3CCOCC3)cc2)nc2ncccn12	-0.5	9.9	22.1	3.6	8.1	1.0	-35.7	-4.8	-32.6
Cc1ccc(-n2nc3c(c2NC(=O)c2ccc4c(c2)OCO4)CS(=O)(=O)C3)cc1	-3.7	-1.2	-0.4	-17.9	-6.9	-0.8	-10.2	3.9	-4.9
CCCn1c(=O)c(C(=O)Nc2ccccc2)c(O)c2ccccc21	9.1	1.4	0.4	15.1	-10.8	-2.4	7.5	2.9	-20.9
S=C(NCc1ccccc1)Nc1nccs1	-1.5	3.5	22.5	16.2	7.2	4.7	-27.4	-5.5	-7.5
CC(C)CCNC(=O)c1ccc(Cn2c(=S)[nH]c3ccccc3c2=O)cc1	3.2	1.2	2.6	12.7	-1.3	-1.7	-15.4	-0.1	-14.8
CCOC(=O)CCCSc1nnc(CCCCCN2C(=O)c3cccc4cccc(c34)C2=O)o1	-5.6	-0.3	5.8	12.8	-6.8	-1.5	-4.4	-2.7	57.8*
O=C1CC(c2ccccc2)=NO1	7.3	-0.7	1.2	-18.6	3.0	6.2	-1.0	1.8	-8.6
Cc1cc(C)n2c(NCc3ccccc3)c(-c3cc4ccccc4o3)nc2n1	-1.5	nt	-0.5	11.3	10.6	1.1	nt	-1.4	0.5
Cc1ccnc(NC(=O)Nc2ccc3c(c2)OCO3)c1	2.7	0.0	46.8*	-4.9	-0.2	-2.9	-12.8	-2.1	4.0
CSc1ccc(-c2ccco2)nn1	11.0	-1.5	2.6	3.7	0.9	-0.2	11.4	15.0	-22.3
CCC(C)(C)n1nnnc1C(c1cc2cc(C)ccc2[nH]c1=O)N1CCCC1 (stereo not drawn)	-4.8	3.8	7.7	-12.8	1.9	0.7	-6.1	3.5	0.9
O=C(CCCc1ccccc1)Nc1ccccc1C(F)(F)F	2.4	0.4	7.1	-20.8	-1.2	-7.3	4.7	0.1	-4.9
COc1ccc(NC(=O)C2Cc3c(-c4ccc(Cl)cc4)ccnc3O2)cc1 (stereo not drawn)	3.7	nt	1.2	16.2	2.5	-1.6	nt	-1.8	-11.2
